ABHD5-PLIN5 inh – ABHD5-PLIN5 protein interaction inhibition. Q00G26+Q8WTS1. Split G. princeps luciferase complementation, luminescence, 4 h. inhibition, % at 4 µM. 360,000 compounds, 0.78% hits. AID 602281;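 active means inhibition above the mean inhibition across every tested compound plus 3 SD, cut at about 22% in these data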;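 further: 0% = DMSO only wells and the 100% control is not disclosed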
CaV13 ICDI inh – Primary screen for inhibitors of IQ motif and Ca2+-dependent inactivation inhibitor domain binding in CACNA1D, Förster resonance energy transfer in living cells, … | 340,000 compounds, 0.098% hits | inhibition, % at 12.3 µM | AID 743397 | HEK cells, CFP/YFP FRET ICDI-IQ, plate reader, 10 min; percent FRET-ratio fall versus neutral wells;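 active means mean replicate inhibition of at least 30% and at least 1% of replicates passing that level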;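 further: 0% = median of the neutral control wells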
MC4R barr agon – human MC4R agonism via beta-arrestin; AID 540308; activation, % at 8.9 µM; U2OS MC4R beta-arrestin complementation, luminescence; percent of melanotan II response, DMSO zero; 360,000 compounds, 0.98% hits; P32245;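 active means activation above a per-plate cutoff, the mean activation of sample wells on that plate plus 3 SD, cut at about 8% in these data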
MC4R antag cAMP – antagonists of human melanocortin 4 receptor (MC4R) | MC4R-expressing cells, MTII-stimulated cAMP, LANCE TR-FRET | 360,000 compounds, 0.48% hits | P32245 | AID 540295 | inhibition, % at 6.5 µM;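 active means inhibition above its plate's cutoff, the mean of tested wells on that plate plus 3 SD, cut at about 29% in these data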;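 further: 0% = Melanotan II alone and 100% = Melanotan II plus saturating MCL0020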
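Test system: U2OS cells stably expressing human melanocortin 4 receptor (MC4R); also added: Melanotan II challenge; compound: 6.5 µM single dose; timing: 30-min compound preincubation, 1-h Melanotan II challenge, 1-h detection, room temperature; signal: Eu-cAMP/anti-cAMP TR-FRET, emission 671 nm; repeats: one well per compound, no replicates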
PDI turbidity – blocks human protein disulfide isomerase activity | P07237 | PDI insulin aggregation turbidity, A650, 90 min | inhibition, % at 10 µM | 350,000 compounds, 0.052% hits | AID 588391;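 active means mean inhibition across replicates of 30% or more, whatever share of single replicates reach that level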;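 further: absorbance from insulin aggregation driven by PDI reduction with DTT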
m5-HT2A agonist – mouse HTR2A agonism via beta-arrestin recruitment | CHO-K1 mHTR2A beta-arrestin complementation, luminescence; percent of 30 µM serotonin response | activation, % at 7.6 µM | 360,000 compounds, 0.66% hits | AID 624169;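 active means activation above a run cutoff, the mean activation of all tested compounds plus 3 SD, cut at about 14% in these data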;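 further: 0% = plate median of compound wells and 100% = 30 µM serotonin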
Glyco luc inh – blocks N-linked glycosylation in D54 reporter cells | D54 ERlucT glycosylation luciferase reporter, 24 h; percent of 100 nM tunicamycin response | reporter increase, % at 12.5 µM | 360,000 compounds, 0.23% hits | AID 588692;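 active means mean luciferase reporter signal, scaled so untreated is 0 and the glycosylation-blocking control 100, at or above a set limit in every replicate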;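 further: luciferase carries N-glycosylation sites so blocking glycosylation raises the light; 0% = median of neutral control wells and 100% = median of 100 nM tunicamycin wells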
Exocytosis inh – lytic granule exocytosis inhibition; TALL-104 LAMP-1 surface exposure, flow cytometry; cells stimulated with thapsigargin and PMA; AID 651702; 360,000 compounds, 0.66% hits; inhibition, % at 10 µM;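 active means inhibition above about 55%, limit read from the data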
ABCB6 inh MLPCN – inhibitors of human ABC transporter ABCB6; fluorescence ratio to DMSO, % at 10 µM; Q9NP58; 360,000 compounds, 0.19% hits; AID 602162; K562-ABCB6 porphyrin accumulation, flow cytometry, 1 h; active compounds read low;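 active means fluorescence ratio to DMSO below 75%, the collection mean minus 3 SD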;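 further: signal is porphyrin accumulated inside mitochondria; 100% equals median channel fluorescence of DMSO control wells; lower ratio means ABCB6 inhibition with less porphyrin fluorescence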
Target sequence (Q9NP58 whole entry, looked up): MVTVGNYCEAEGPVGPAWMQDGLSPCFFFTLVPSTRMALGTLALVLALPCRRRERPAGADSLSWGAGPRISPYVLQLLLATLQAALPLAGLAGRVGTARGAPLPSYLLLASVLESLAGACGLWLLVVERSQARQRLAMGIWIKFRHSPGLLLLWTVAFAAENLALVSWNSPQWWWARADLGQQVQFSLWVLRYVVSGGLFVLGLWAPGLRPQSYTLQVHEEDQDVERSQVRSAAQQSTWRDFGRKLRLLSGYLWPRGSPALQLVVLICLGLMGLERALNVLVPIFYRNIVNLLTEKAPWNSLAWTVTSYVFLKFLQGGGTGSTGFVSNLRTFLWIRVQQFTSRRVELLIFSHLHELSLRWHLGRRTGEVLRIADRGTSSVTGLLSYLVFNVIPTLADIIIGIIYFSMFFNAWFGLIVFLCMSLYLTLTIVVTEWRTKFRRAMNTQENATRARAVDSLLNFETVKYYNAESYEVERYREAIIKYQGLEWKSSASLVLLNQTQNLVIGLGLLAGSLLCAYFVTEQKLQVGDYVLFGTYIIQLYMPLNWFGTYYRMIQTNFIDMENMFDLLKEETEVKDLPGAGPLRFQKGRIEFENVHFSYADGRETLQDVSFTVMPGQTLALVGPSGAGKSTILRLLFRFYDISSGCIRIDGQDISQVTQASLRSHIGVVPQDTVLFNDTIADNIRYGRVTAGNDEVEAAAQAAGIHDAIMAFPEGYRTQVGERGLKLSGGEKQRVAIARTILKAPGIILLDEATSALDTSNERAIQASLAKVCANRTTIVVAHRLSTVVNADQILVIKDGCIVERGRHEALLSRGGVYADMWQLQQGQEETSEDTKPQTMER
H9c2 protect – protects H9c2 cardiomyocytes from peroxide injury | AID 588492 | 360,000 compounds, 0.63% hits | protection from H2O2 cell death, % at 20 µM | H2O2 injury protection, ATPLite, 2 h;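 active means compounds giving at least 50% protection of heart cells from peroxide-induced death in the single-dose screen, raw or plate-pattern-corrected value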;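 further: 0% = DMSO wells with peroxide and 100% = DMSO wells without peroxide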
Active calls of the source: *; nt = not tested or not shown. Compounds as they come; any-hit rate near 4.2%.

Compound,Glyco luc inh,MC4R antag cAMP,ABHD5-PLIN5 inh,m5-HT2A agonist,CaV13 ICDI inh,MC4R barr agon,ABCB6 inh MLPCN,Exocytosis inh,H9c2 protect,PDI turbidity
CCCCC(=O)NC(Nc1cc(C)ccn1)(C(=O)OCC)C(F)(F)F (centres undefined),1,9,0,2,-5,-0.5,104,0,0,1
O=S1(=O)N[C@@H](Cc2ccccc2)COc2cccc(N3CCSCC3)c21,nt,nt,-6,-2,-4,nt,99,-9,nt,nt
O=C(O)[C@H](Cc1ccccc1)NC(=O)N1CCC(Cc2ccccc2)CC1,-1,11,2,-5,3,-0.5,97,-1,1,13
Cn1c(NC(=O)c2cccnc2)nc2ccccc21,-1,-6,-5,-5,nt,-1.6,99,-2,-6,8
Cc1c(NC(=O)/C(C#N)=C/c2ccc(-c3ccc(Cl)cc3)o2)c(=O)n(-c2ccccc2)n1C,0,1,6,-1,-4,-2.2,95,21,10,-6
Cc1ccc(N(CC(=O)NC2CCCC2)C(=O)c2nsc(Cl)c2Cl)cc1,-5,4,9,2,-3,-1.8,95,-5,3,6
CC1CC(C)CN(C(=O)CCS(=O)(=O)c2ccc3c(c2)NC(=O)CS3)C1 (centres undefined),-1,1,-11,-1,-12,-2.0,94,-1,-8,5
CCCC(=O)NCCSC,1,7,-4,3,nt,-1.7,100,-1,2,17
CC1CCN(c2nnc(NC(=O)Cn3c(=O)oc4ccccc43)s2)CC1,0,7,3,-1,-5,-1.8,103,-3,8,3
O=C(O)c1nccnc1C(=O)Nc1ccc(S(=O)(=O)N2CCOCC2)cc1,-1,9,4,-4,-3,2.9,94,6,6,-3
Cc1cccc(N2CCN(S(=O)(=O)c3ccc4c(c3)NC(=O)CO4)CC2)c1C,1,14,-12,-3,-2,3.2,101,24,-5,-5
CCCc1cc(=O)oc2cc(OC(C)C(=O)NCc3ccccn3)c(Cl)cc12 (centres undefined),-5,13,2,2,-7,0.2,102,1,-3,2
Cc1cccc(NC(=O)CN2CCSc3ccccc32)c1,2,-3,2,0,2,-2.4,99,-1,4,3
Cc1cc(=O)oc2cc(OCC(=O)NC(Cc3c[nH]c4ccc(O)cc34)C(=O)O)c(Cl)cc12 (centres undefined),2,6,-3,0,nt,0.1,105,2,1,nt
CCc1noc(C)c1C(=O)Nc1cc(S(=O)(=O)N2CCCCC2)ccc1N(C)C,0,-7,4,3,-6,-1.0,101,2,-8,6

(next part)
Compound,Glyco luc inh,MC4R antag cAMP,ABHD5-PLIN5 inh,m5-HT2A agonist,CaV13 ICDI inh,MC4R barr agon,ABCB6 inh MLPCN,Exocytosis inh,H9c2 protect,PDI turbidity
CC(C)(C)NC(=O)C(c1ccccc1)N(Cc1cccs1)C(=O)c1csnn1 (centres undefined),1,16,0,1,-3,1.5,97,-2,12,0
O=C(c1nnsc1S(=O)(=O)c1ccc(Cl)cc1)N1CCOCC1,-19,-9,51*,-4,0,-3.1,102,-1,-18,1
Cc1cccc(NC(=O)CNC(=O)N2CC(=O)Nc3ccccc32)c1C,3,7,9,4,-1,3.1,99,-1,6,-3
COC(=O)[C@@]1(Cc2ccccc2)[C@H]2C(=O)N(C)C(=O)[C@H]2[C@H]2CN=C(SC)N21,1,1,2,-1,-5,-1.4,98,-1,-1,3
Cc1cc(S(=O)(=O)N2CCC3(CC2)OCCN3S(=O)(=O)c2cccs2)ccc1F,-5,4,1,3,-5,-2.9,93,-1,-8,-4
COc1cc(CO)ccc1Oc1nc2ccccc2n2cnnc12,1,4,2,-1,2,-0.5,91,1,23,-4
CC(=O)c1cccc(NC(=O)c2ccc3c(c2)CCCC3)c1,-5,3,-6,-2,-7,-0.4,103,0,-5,-5
COc1ccc(OCCN2CCN(S(=O)(=O)c3ccccc3C(F)(F)F)CC2)cc1,-2,-1,8,-6,-4,-1.3,102,17,-13,-5
CCOC(=O)C(C)/C(C)=N\Nc1ccc([N+](=O)[O-])cc1[N+](=O)[O-] (centres undefined),1,20,-1,0,-4,-2.2,97,-2,-21,4
COc1ccc(Cc2nnc(SCc3c(C)noc3C)n2C2CCCCC2)cc1OC,4,-4,3,5,-2,1.1,89,1,12,-1
O=C1CCC(OCc2ccccc2)CCN1CC[C@@H](Sc1ccccc1)c1ccccc1 (some centres undefined),nt,nt,-11,1,-9,nt,95,8,nt,nt
O=C(NNC(=O)c1ccccc1Br)c1cccs1,1,0,2,-3,-2,-2.2,97,-2,-2,7
Cc1ccc2cc(CN(CC3CCCO3)S(=O)(=O)c3ccc4c(c3)OCCO4)c(=O)[nH]c2c1C (centres undefined),-2,2,4,3,-7,-0.5,97,-4,2,-5
Nc1nnc(-c2ccco2)s1,2,1,3,7,nt,-0.6,101,4,12,-13
Cc1ccccc1NC(=O)C1CCN(c2cnccn2)CC1,0,5,3,1,-6,-0.5,98,-1,-2,-1

(further entries)
Compound,Glyco luc inh,MC4R antag cAMP,ABHD5-PLIN5 inh,m5-HT2A agonist,CaV13 ICDI inh,MC4R barr agon,ABCB6 inh MLPCN,Exocytosis inh,H9c2 protect,PDI turbidity
Cc1cc(=O)oc(C)c1C(=O)Nc1ccc(N(C)C)cc1,1,-6,-2,1,-5,-1.4,98,-1,-10,4
O=P(COCCOCP(=O)(c1ccccc1)c1ccccc1)(c1ccccc1)c1ccccc1,-1,-1,10,7,-5,2.8,105,-1,-4,-1
COc1cccc(NC(=O)COC(=O)CC2CC3CCC2C3)c1 (centres undefined),0,-5,2,0,-17,3.5,96,-1,-3,-6
CCn1c(SCC(=O)NCC2CCCO2)nc2c([nH]c3ccccc32)c1=O (centres undefined),9,1,-1,-2,-6,-1.5,99,-1,3,2
Cc1cccc(NC(=O)/C(C#N)=C/c2ccccc2O)n1,0,16,-9,-1,-2,-0.8,99,-2,-1,-4
CCOC(=O)C1CCN(C(=O)Nc2ccc(OC)c(OC)c2)CC1,0,0,2,0,-6,0.0,93,-2,-1,-3
COC(=O)C1(C)NC(c2cccc(C)c2)C2C(=O)N(c3ccccc3)C(=O)C21 (centres undefined),0,1,-4,0,-6,-1.4,96,-4,-1,5
CCCc1c(-c2ccc(Cl)cc2)ncn1Cc1ccccc1OC,nt,nt,-5,-10,-9,nt,119,12,nt,nt
CN(C)c1oc(-c2ccco2)nc1S(=O)(=O)c1ccc(Br)cc1,0,6,-5,-4,-3,-0.6,95,6,2,3
NC1=NC2OC(CO)C(O)C2O1 (centres undefined),2,8,5,0,-6,0.9,92,4,0,-1
O=C(Cc1cccs1)Nc1cccc(C(=O)Nc2ccco2)c1,0,10,-1,6,-4,-2.4,89,-2,0,-1
CCOC(=O)C(Cc1c[nH]c2ccccc12)NC(=O)CNC(C)=O (centres undefined),5,5,2,1,-3,-1.0,100,-2,2,4
CC(=O)Oc1ccc(-c2csc(Nc3ccccn3)n2)cc1,-4,-2,-6,3,-11,-1.4,83,0,-4,-4
Cn1c(=O)c2c(nc(N3CCC(C(N)=O)CC3)n2CCSc2nc3ccccc3s2)n(C)c1=O,0,4,4,1,-6,2.0,97,-7,20,-2
Cc1cc(C(=O)Nc2ccccc2C(=O)O)ccc1NC(=O)COc1ccccc1Cl,1,5,2,0,nt,-0.8,103,0,5,8

Continuation.
Compound,Glyco luc inh,MC4R antag cAMP,ABHD5-PLIN5 inh,m5-HT2A agonist,CaV13 ICDI inh,MC4R barr agon,ABCB6 inh MLPCN,Exocytosis inh,H9c2 protect,PDI turbidity
Cc1ccc(S(=O)(=O)Nc2c(C)[nH]c(=O)[nH]c2=O)cc1C,4,-9,-4,3,-3,0.7,99,-5,1,-1
COc1cc(-c2nc(-c3cccc(C(F)(F)F)c3)no2)cc(OC)c1OC,3,4,3,-4,-6,-1.4,91,0,-5,6
Cc1ccc2oc(-c3ccc(C)c(NC(=O)Cc4cccs4)c3)nc2c1,1,9,-8,-1,nt,0.0,102,3,-4,-17
NC(=O)NC(CC(=O)NCc1ccc2c(c1)OCO2)c1ccccc1Cl (centres undefined),2,14,-1,-7,-5,-1.4,98,15,7,-9
O=C1C(=O)c2cccnc2-c2ncccc21,-18,nt,101*,14,-4,nt,95,105*,-17,nt
COc1cccc(C(=O)OCC(=O)NCCc2ccccc2)c1OC,1,1,-6,-2,-5,-0.5,93,3,2,-2
O=C1c2ccccc2NC(c2ccc(-c3cccc([N+](=O)[O-])c3)o2)N1O (centres undefined),1,3,5,3,-3,-0.2,91,-10,56*,0
COc1cc(OC)cc(C(=O)NC(=S)Nc2ccc(NC(=O)c3ccco3)cc2)c1,3,1,10,4,-5,12*,99,-7,3,-7
CN(Cc1cccs1)C(=O)CN1C(=O)c2ccccc2S1(=O)=O,-4,2,-1,-7,-5,-1.8,97,-3,10,16
CN(C)S(=O)(=O)c1cccc(-c2nnc(-c3ccccc3)o2)c1,-1,-6,0,0,-8,1.9,97,-5,-2,-5
Cc1cc(C(=O)Nc2ccccc2N2CCOCC2)no1,0,-3,1,5,-2,-1.2,100,2,3,-5
COc1ccc(OC)c(C2C(C(=O)c3sc(C)nc3C)=C(O)C(=O)N2CCN2CCOCC2)c1 (centres undefined),2,4,-5,4,-1,-2.2,107,0,13,-4
COc1ccc(C(=O)NCCc2nnc3ccc(SCC(=O)NCc4ccccc4)nn23)cc1,0,-3,9,5,nt,-0.7,96,-2,2,9
Cc1oc(-c2cccc3ccccc23)nc1CN1CCN(c2ncnc3ccccc23)CC1,-3,1,3,4,-1,0.0,97,-1,-22,4
Cc1ccc(C(=O)N2CCCC(CCC(=O)NCc3ccccc3F)C2)cn1 (centres undefined),2,6,3,7,-11,-1.3,98,-1,-1,5

Next part:
Compound,Glyco luc inh,MC4R antag cAMP,ABHD5-PLIN5 inh,m5-HT2A agonist,CaV13 ICDI inh,MC4R barr agon,ABCB6 inh MLPCN,Exocytosis inh,H9c2 protect,PDI turbidity
O=C1CCC(=O)N1OCCCOc1ccc(Br)cc1Cl,-1,4,-1,-1,-3,-1.8,100,-1,-2,5
COc1ccc(OC)c(S(=O)(=O)NC(C)(C)C)c1,-1,0,1,0,-12,-3.6,102,3,2,21
Cn1c(N)c(C(=O)COC(=O)Cc2ccc(Cl)cc2)c(=O)n(C)c1=O,3,8,-2,4,-4,-2.7,100,1,-12,-4
COc1ccc(OCC(=O)C2CC2)c(C#N)c1,-1,-1,5,6,6,3.0,98,3,-2,7
COc1cccc(C(=O)CN(C(=O)c2ccc(Cl)cc2Cl)N2C(=O)c3ccccc3C2=O)c1,0,3,-3,-4,-4,-2.5,83,-1,21,-10
CCOC(=O)C1=C(C)N(Cc2ccccc2)C(=O)NC1c1ccc(OC)cc1 (centres undefined),-4,6,-3,2,-5,3.8,96,2,0,1
CCCCn1c(-c2ccc(OC)cc2)nc2c(=O)n(C)c(=O)[nH]c21,1,7,0,-1,-2,-2.2,101,7,4,13
COc1ccc(C(CNC(=O)COc2ccc([N+](=O)[O-])cc2)N2CCCCC2)cc1 (centres undefined),4,1,-7,-12,-2,-2.7,104,-3,-6,-5
O=C(NCC1CCCO1)C1CCN(c2ccc(S(=O)(=O)N3CCCC3)cc2)CC1 (centres undefined),-1,3,6,7,-7,-0.8,95,-2,3,0

Screening data (PubChem BioAssay)
